STAT3 activator = STAT3 signaling activation; U3A cells, IL-6 STAT3-luciferase reporter, luminescence; 100% = signal with IL-6 EC80 alone; activation (% of control), % at 5.6 µM; hit rate 0.91% among 190,000;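 active = activation above the screen-wide mean of compound activation plus 3 SD, cut at about 130% in these data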;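 also: 0% = background luminescence of wells with medium and substrate only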
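Material: STAT3-luciferase reporter U3A cells. Controls: IL-6-treated wells, 100% activation. Read-out: % activation versus median of IL-6-stimulated wells. Probe or stimulus: IL-6 stimulus at 33 ng/mL final. Timing: compound 1 h, then IL-6 6 h at 37 °C. Signal: reporter luminescence signal.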
NF-kB expr up = compounds increasing NF-kB expression in human neuronal cells. NF-kB reporter expression; stronger effect = higher value. fold change at 12.5 µM. hit rate 1.6% among 190,000. AID 1239; in the data active = fold change above about 3.3
STAT1 inh = reduces IFN-gamma driven STAT1 reporter signal; NIH 3T3 STAT1-luciferase reporter, luminescence; inhibition, % at 5.5 µM; hit rate 0.35% among 200,000;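 active = inhibition above a set limit, the mean inhibition across all tested compounds plus 3 SD, cut at about 34% in these data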;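 also: 0% = IFN-gamma with DMSO and 100% = IFN-gamma with 300 µM nifuroxazide; values of inactives mirror those of a sister screen read the other way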
APP 5'UTR act = activates APP 5'UTR luciferase reporter. SH-SY5Y APP 5'UTR luciferase reporter, luminescence; zero percent = DMSO vehicle wells. activation, % at 2 µM. hit rate 1% among 190,000;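 active = activation above a set limit, based on mean plus 3 SD of controls, cut at about 140% in these data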; also: values of inactives mirror those of a sister screen read the other way
STAT3 inh = STAT3 signaling inhibition; U3A cells, IL-6 STAT3-luciferase reporter, luminescence; host cell line lacks STAT1; inhibition, % at 5.5 µM; hit rate 0.89% among 190,000;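 active = inhibition above the mean inhibition across all screened compounds plus 3 SD, cut at about 44% in these data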;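 also: 0% = DMSO only wells and 100% = 100 µM nifuroxazide control wells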
STAT1 activator = activators of IFN-gamma induced STAT1 signaling | NIH 3T3 STAT1-luciferase reporter, luminescence; 100% = IFN-gamma alone, no compound | activation (% of control), % at 5.5 µM | AID 932 | hit rate 2.6% among 200,000;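 active = activation above the screen-wide mean activation plus 3 SD, cut at about 130% in these data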;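 also: raw ratio to IFN-gamma control signal so 100% means no change and 0% no light; values of inactives mirror those of a sister screen read the other way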
RAM inhibit = yeast RAM network inhibition. S. cerevisiae dse1pr::URA3 reporter, 5-FOA growth OD615, 2 d; analog-sensitive cbk1-as2 kinase mutant strain. inhibition, % at 50 µM. hit rate 1.8% among 190,000. AID 868;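 active = inhibition above a set limit, 3 SD over mean compound inhibition, cut at about 8.4% in these data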;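 also: 0% = DMSO-only wells with no growth and 100% = 10 µM 1-NA-PP1 full growth; inhibition rescues growth on 5-FOA so higher OD means more RAM inhibition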
Hsp70 act = switches on Hsp70 transcription | HeLa Hsp70 promoter luciferase reporter, luminescence; scaled: vehicle 0, proteasome-inhibitor control 100% | activation, % at 10 µM | hit rate 0.04% among 200,000 | AID 1203;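 active = activation above the mean across all tested compounds plus 3 SD, cutoff set per campaign, cut at about 5.5% in these data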;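 also: 100% = MG132 at 30 µM as the positive control and 0% = DMSO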
APP 5UTR inh = APP translation inhibition; SH-SY5Y APP 5'UTR-luciferase reporter, luminescence; inhibition, % at 2 µM; hit rate 0.82% among 190,000;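 active = inhibition above a set limit, derived from the sample mean plus 3 SD, cut at about 45% in these data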; also: values of inactives mirror those of a sister screen read the other way
FLuc inh counter = inhibits firefly luciferase, flagging false hits in luciferase inhibition screens; ATPLite firefly luciferase biochemical luminescence, 10 min; inhibition, % at 10 µM; hit rate 1.5% among 200,000; AID 1006;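 active = inhibition above about 50% when tested at 10 µM, limit read from the data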
Target sequence (P08659 whole entry, looked up): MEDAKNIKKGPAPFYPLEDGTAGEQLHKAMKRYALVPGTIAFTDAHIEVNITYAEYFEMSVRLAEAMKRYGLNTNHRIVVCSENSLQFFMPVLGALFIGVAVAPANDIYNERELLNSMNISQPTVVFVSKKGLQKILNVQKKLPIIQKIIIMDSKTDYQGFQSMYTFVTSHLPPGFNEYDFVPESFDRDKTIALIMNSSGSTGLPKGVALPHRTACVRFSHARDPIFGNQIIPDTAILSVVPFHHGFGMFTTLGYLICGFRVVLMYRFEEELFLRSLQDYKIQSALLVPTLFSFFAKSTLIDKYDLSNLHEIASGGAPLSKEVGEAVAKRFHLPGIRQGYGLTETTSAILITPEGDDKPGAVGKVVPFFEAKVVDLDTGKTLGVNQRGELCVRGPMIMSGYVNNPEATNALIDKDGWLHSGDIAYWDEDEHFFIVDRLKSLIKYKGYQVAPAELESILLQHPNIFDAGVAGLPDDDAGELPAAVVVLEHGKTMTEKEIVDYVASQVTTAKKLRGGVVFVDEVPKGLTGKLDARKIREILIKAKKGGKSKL
* hit, by the source's call; . = not tested or not shown.

SMILES | STAT3 activator | NF-kB expr up | STAT1 inh | APP 5'UTR act | STAT3 inh | STAT1 activator | RAM inhibit | Hsp70 act | APP 5UTR inh | FLuc inh counter
Cc1[nH]n(-c2ccc(C(=O)O)cc2)c(=O)c1CCO | 99 | 1.2 | -4 | 6 | 6 | 103 | 2.0 | -0.3 | -6 | -7
C=CCn1c(C(CCCC)CC(O)COCCC)n[nH]c1=S (stereo not drawn) | 101 | 1.2 | 0 | 14 | 5 | 100 | 0.8 | -0.3 | -14 | -1
O=C(c1ccc2c(c1)OCO2)N(c1ccccc1)C1C=CS(=O)(=O)C1 (stereo not drawn) | 101 | 1.1 | -9 | 2 | 3 | 108 | -0.9 | 0.2 | -2 | -7
O=c1c2cnn(-c3ccccc3)c2ncn1Cc1ccco1 | 107 | 1.3 | 0 | 0 | -9 | 102 | 0.8 | 0.5 | 0 | -6
O=S(=O)(NC1CCCCC1NCc1ccco1)c1ccc(Cl)cc1 (stereo not drawn) | 100 | 1.1 | 6 | 11 | 9 | 94 | 0.8 | -0.3 | -11 | -7
Cc1cc(C)c(S(=O)(=O)N2CCCC(C(=O)NCCC3=CCCCC3)C2)c(C)c1 (stereo not drawn) | 103 | 0.78 | -2 | 18 | 0 | 102 | 4.2 | -0.6 | -18 | -7
CN1CCN(S(=O)(=O)c2cccc(C(=O)N3CCc4ccccc43)c2)CC1 | 103 | 0.94 | 0 | 8 | -2 | 100 | 1.2 | -0.2 | -8 | -7
CN(C)CCN1C(=O)C(O)=C(C(=O)c2cc3ccccc3o2)C1c1ccc(N(C)C)cc1 (stereo not drawn) | 118 | 1.1 | 2 | 12 | -16 | 98 | 0.0 | 0.0 | -12 | -2
NCCCCCc1nnc(SCC(=O)c2ccc(Cl)cc2)o1 | 95 | 1 | 3 | -15 | 9 | 97 | 1.7 | -0.2 | 15 | -3
S=c1[nH]nc(CCc2nc3ccccc3[nH]2)n1-c1cccc(Cl)c1 | 94 | 1 | -7 | 10 | 12 | 105 | 0.1 | -0.5 | -10 | -4
OCC(O)C1OC(Nc2ccc(Br)cc2)C(O)C1O (stereo not drawn) | 108 | 1 | 2 | -16 | -4 | 97 | -0.6 | -0.3 | 16 | -7
CNC(=S)Nc1cc(OC)ccc1OC | 104 | 1 | 0 | 13 | 5 | 94 | 1.6 | -0.2 | -13 | 1
CC(C)(C)NC(=O)C(OC(=O)Cn1nnc(-c2ccc(F)cc2)n1)c1ccncc1 (stereo not drawn) | 111 | 1.3 | -1 | 22 | -7 | 101 | 0.9 | 0.8 | -22 | -11
COCC(C)NC(=O)NC(=O)c1ccc(Cl)cc1 (stereo not drawn) | 93 | 1.2 | 0 | -1 | 12 | 100 | 1.1 | 0.1 | 1 | 0
C/C(=N\Nc1nnc(-c2ccccc2)c(-c2ccccc2)n1)c1cccc([N+](=O)[O-])c1 | 94 | 1 | -1 | -5 | 14 | 101 | 5.6 | -0.3 | 5 | -5
COc1ccc(-n2cc(-c3ccccc3)nc2SC)cc1 | 111 | 2.6 | -29 | 76 | -16 | 128 | 1.2 | -0.2 | -76 | 6
CCn1cc(NC(=O)CCl)c(C)n1 | 97 | 1.1 | -6 | 4 | 10 | 105 | 1.6 | 0.2 | -4 | -10
Nc1c(C(=O)c2ccccc2)sc(Nc2ccccc2)c1S(=O)(=O)c1ccccc1 | 102 | 1 | 2 | -7 | 1 | 92 | 4.7 | -0.3 | 6 | -6
CCOC(=O)c1c(NC(C)=O)sc2c(OC)cccc12 | 91 | 1 | -7 | 12 | 15 | 106 | 6.0 | -0.1 | -12 | -6
COc1ccc(-c2noc(N(C)CC(=O)Nc3cccc(C(F)(F)F)c3)n2)cc1 | 101 | 1.7 | -5 | 36 | 5 | 105 | 10* | 0.0 | -36 | 1
O=C(CSc1cccc[n+]1[O-])Nc1ccc([N+](=O)[O-])cc1Cl | 101 | 1.1 | 4 | -22 | 1 | 96 | 1.9 | -0.2 | 22 | -6
O=C(Nc1cccnc1)c1cnc2ccccc2n1 | 85 | 1.4 | -19 | 25 | 19 | 118 | -0.5 | 0.9 | -25 | 3
Cn1c(C(=O)NCc2ccccc2)cc2oc3ccccc3c21 | 123 | 1.4 | -14 | 22 | -21 | 112 | 2.9 | -0.1 | -22 | 4
O=C(Cn1nnc(-c2ccc(F)cc2)n1)N1CCCCC1 | 104 | 1.1 | -12 | 10 | -3 | 110 | -0.3 | -0.4 | -10 | -11
CN(CCc1cnn(C)c1)C(=O)CCc1nnc(CCCc2ccccc2)o1 | 104 | 1.4 | -18 | -1 | 2 | 117 | 3.0 | -0.4 | 1 | -2
The list continues.
SMILES | STAT3 activator | NF-kB expr up | STAT1 inh | APP 5'UTR act | STAT3 inh | STAT1 activator | RAM inhibit | Hsp70 act | APP 5UTR inh | FLuc inh counter
O=C(NCc1ccc(F)cc1)C(=O)NCC1OCCN1S(=O)(=O)c1cccs1 (stereo not drawn) | 102 | 1.2 | -8 | -16 | -2 | 108 | 4.2 | -0.2 | 16 | -14
Cc1ccccc1NC(=O)C(Cl)=C(Cl)Cl | 95 | 1.5 | 16 | -1 | 8 | 85 | 0.2 | -0.2 | 1 | -8
C/C=C/C(=O)Nc1cccc(C(F)(F)F)c1 | 97 | 1.5 | 8 | 1 | 4 | 93 | -0.5 | -0.4 | -1 | -3
O=C(O)c1cccc(N2C(=O)c3cccc4c(Cl)ccc(c34)C2=O)c1 | 121 | 0.97 | 5 | -2 | -22 | 95 | 0.8 | -0.4 | 2 | 1
COc1ccc(N2C3=C(CC4=C2CCCC4=O)C(=O)CCC3)cc1 | 97 | 0.97 | 6 | 1 | 7 | 95 | 4.0 | -0.3 | -1 | -9
CCc1ccc2c(c1)[C@]1(C(=O)N2)[C@@H]2C(=O)N(Cc3ccccc3)C(=O)[C@@H]2[C@@H]2CCCN21 | 102 | 0.68 | -1 | -8 | 2 | 101 | 1.1 | 0.0 | 8 | -6
COc1ccc(-c2cn3cccnc3n2)cc1NC(=O)c1cccs1 | 99 | 0.8 | 0 | -16 | -4 | 100 | -0.2 | 0.1 | 16 | 10
COc1cccc(NC(=S)N2CCc3cc(OC)c(OC)cc3C2COc2ccc3c(C)cc(=O)oc3c2)c1 (stereo not drawn) | 96 | 0.84 | 9 | -11 | 4 | 92 | 7.2 | 0.0 | 11 | 3
O=C(Cn1cc2c(n1)CCCC2)N1CCCc2ccccc21 | 106 | 0.96 | 5 | 36 | -7 | 96 | -0.6 | -0.3 | -36 | -5
O=C(NCCCn1ccnc1)c1cn(-c2ccccc2)nc1-c1ccc(F)cc1 | 109 | 0.99 | 5 | -1 | -8 | 95 | 0.8 | 0.2 | 1 | 11
CCc1ccc(CCC(=O)Nc2nc(CC(C)=O)ns2)o1 | 103 | 0.99 | 3 | -4 | -1 | 97 | -0.3 | 0.1 | 4 | -5
Fc1ccc(NC(=S)NN2CCOCC2)cc1Cl | 101 | 0.95 | -4 | -6 | 2 | 104 | 0.7 | -0.4 | 6 | 4
COc1ccccc1C(=O)N1CCCN(C(=O)c2ccccc2OC)CC1 | 105 | 0.89 | 1 | 0 | -1 | 99 | 1.0 | -0.2 | 0 | -5
CN1/C(=C\C(=S)NC(=O)c2ccc([N+](=O)[O-])cc2)C(C)(C)c2ccccc21 | 97 | 0.58 | -4 | -2 | 6 | 103 | 5.6 | -0.3 | 2 | 1
Cc1ccc(S(=O)(=O)N2CCN(CC(O)c3ccccc3)CC2)cc1 (stereo not drawn) | 96 | 1 | -1 | 8 | 9 | 99 | -1.0 | -0.2 | -8 | 0
C=CCn1c(N)c(C(=O)NCC2CCCO2)c2nc3ccccc3nc21 (stereo not drawn) | 98 | 0.34 | -9 | 10 | 8 | 108 | 0.0 | -0.3 | -10 | 0
CCc1ccccc1NC(=O)c1ccccc1Sc1ccc([N+](=O)[O-])cc1Cl | 109 | 0.93 | 3 | 0 | -10 | 97 | 2.8 | -0.3 | 0 | -7
Cc1ccc(N2C(=O)C(CC(=O)Nc3cccc(F)c3)N(C3CC3)C2=O)cc1 (stereo not drawn) | 112 | 1.1 | -11 | 14 | -12 | 110 | 1.8 | -0.3 | -14 | -5
Cc1cc(C)c2c(c1)NC(c1cc3c(cc1Br)OCO3)C1CC=CC21 (stereo not drawn) | 103 | 1 | -1 | 5 | -3 | 101 | 3.2 | -0.3 | -5 | 0
CCCCC(c1nnnn1Cc1ccco1)N1CCN(C(=O)c2ccco2)CC1 (stereo not drawn) | 97 | 0.95 | 6 | 6 | 6 | 94 | 1.8 | -0.3 | -6 | -2
O=C(COc1ccccc1-c1ccccc1)N/N=C/c1ccncc1 | 97 | 0.68 | 4 | 19 | 10 | 95 | 0.4 | -0.2 | -19 | -7
CC1=C(C(=O)Nc2ccccc2)C(c2ccncc2)n2nnnc2N1 (stereo not drawn) | 94 | 1.3 | 2 | 4 | 11 | 98 | 0.1 | -0.3 | -4 | .
Cc1cc(-n2c(=O)c(C#N)cc3c(=O)n4cccc(C)c4nc32)no1 | 95 | 0.98 | 7 | 5 | 10 | 92 | 3.0 | -0.2 | -5 | -8
CCOC(=O)n1c(SCC(N)=O)nc2ccccc21 | 98 | 1.4 | -2 | 16 | 6 | 102 | 1.1 | -0.1 | -16 | -1
O=C(CNC(=O)c1ccc(S(=O)(=O)N2CCCC2)cc1)N/N=C/c1ccc(Cl)cc1 | 107 | 0.78 | 2 | -5 | -5 | 98 | 4.5 | -0.4 | 5 | -3

Just STAT1 inh and STAT1 activator, for 3 of the compounds above:
compound | STAT1 inh | STAT1 activator
Cc1ccc(N2C(=O)C(CC(=O)Nc3cccc(F)c3)N(C3CC3)C2=O)cc1 (stereo not drawn) | -11 | 110
COc1ccc(-c2cn3cccnc3n2)cc1NC(=O)c1cccs1 | 0 | 100
C=CCn1c(N)c(C(=O)NCC2CCCO2)c2nc3ccccc3nc21 (stereo not drawn) | -9 | 108

Other structures:
SMILES | STAT3 activator | NF-kB expr up | STAT1 inh | APP 5'UTR act | STAT3 inh | STAT1 activator | RAM inhibit | Hsp70 act | APP 5UTR inh | FLuc inh counter
CCn1c(CCC(=O)Nc2cc(F)ccc2C)nc2cc(S(=O)(=O)N(C)C)ccc21 | 106 | 1.3 | -2 | -22 | -2 | 103 | 0.5 | 0.0 | 22 | -4
COc1ccc(CNC(=O)C(CCSC)NS(=O)(=O)c2ccccc2F)cc1 (stereo not drawn) | 100 | 0.96 | 4 | 3 | 4 | 96 | 1.4 | -0.2 | -3 | -5
CSc1nc2nc(-c3cccc(C(F)(F)F)c3)ccn2n1 | 92 | 1 | 0 | 0 | 14 | 100 | 3.8 | 0.1 | 0 | -6
Cc1ccsc1-c1nc(-c2ccccc2)c(-c2ccccc2)[nH]1 | 101 | 1.8 | 4 | 16 | 3 | 97 | 2.1 | -0.2 | -16 | -7
CCOC(=O)CSc1cc(C)nc2ccc(OC)cc12 | 89 | 1 | -1 | -14 | 15 | 100 | 2.1 | -0.4 | 14 | -2
Cc1c(NC(=O)/C(C#N)=C\c2cccs2)c(=O)n(-c2ccccc2)n1C | 103 | 0.99 | 5 | 14 | -4 | 96 | 0.9 | -0.2 | -14 | -8
COCCNC(=O)C1CC(=O)N(c2ccc(OC)cc2)C1c1ccc(OC)cc1 (stereo not drawn) | 102 | 1.1 | -6 | -4 | 0 | 105 | 1.5 | -0.2 | 4 | 3

Hits appear at their usual frequency; 7.7% or so of the library scored in one or more.
